High-throughput results as filed in PubChem.
Mtb RmlCD inh: M. tuberculosis RmlC/RmlD coupled enzyme inhibitors, primary screen, biochemical, compound mixtures, 384-well, from 1536-well plates | RmlC+RmlD coupled enzyme assay, percent inhibition; primary screen in compound mixtures | inhibition, % at 3.6 µM | 160,000 compounds, 0.03% hits | AID 1533, 2009; in the data active means inhibition mostly above about 34%, no sharp cut-off; further: some results filed as inactive read as strong as hits
Target sequence (P9WH09 whole entry, looked up): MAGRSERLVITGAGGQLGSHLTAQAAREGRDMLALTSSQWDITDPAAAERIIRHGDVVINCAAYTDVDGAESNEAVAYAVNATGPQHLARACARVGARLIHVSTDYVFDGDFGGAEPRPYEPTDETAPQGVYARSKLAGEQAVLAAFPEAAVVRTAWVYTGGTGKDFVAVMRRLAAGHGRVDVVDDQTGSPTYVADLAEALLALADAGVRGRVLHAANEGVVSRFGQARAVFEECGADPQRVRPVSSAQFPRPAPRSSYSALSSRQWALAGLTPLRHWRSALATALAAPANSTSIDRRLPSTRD
Target sequence (P9WH11 whole entry, looked up): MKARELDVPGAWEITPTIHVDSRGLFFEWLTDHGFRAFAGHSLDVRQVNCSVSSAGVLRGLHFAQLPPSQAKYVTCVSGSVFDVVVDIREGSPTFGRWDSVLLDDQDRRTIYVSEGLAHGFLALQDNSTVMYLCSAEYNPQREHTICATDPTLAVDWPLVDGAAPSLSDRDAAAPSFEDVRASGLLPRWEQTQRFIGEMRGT
M. tuberculosis GlmU: inhibition of mycobacterial GlmU enzyme – biochemical, glucosamine-1-phosphate acetyltransferase (AID 1376) | 220,000 compounds, 0.25% hits | M. tuberculosis GlmU acetyltransferase enzyme assay; higher % means a stronger effect | inhibition, %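 (tested at 30 µM in the primary screen)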, or IC50 in µM where a hit was titrated; in the data active means inhibition above about 13%;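 further: 0% = complete reaction with vehicle and 100% = reaction without substrate; strong numbers were not always called active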
An asterisk follows results filed as active; · = not tested or not shown.

| Compound | M. tuberculosis GlmU | Mtb RmlCD inh |
| --- | --- | --- |
| COc1ccc(-c2nc(C(N)=O)c3[nH]c(=O)n(-c4ccccc4OC)c3n2)c(OC)c1 | -4.9% | · |
| N#Cc1ncn(-c2ccc(Oc3ccccc3)cc2)c1N | 1.7% | -8 |
| CCOc1ccccc1NC(=O)c1ccc2nccnc2c1 | 2.5% | -2 |
| COC(=O)Cn1cnc2ccccc2c1=O | -3.0% | -10 |
| CN(C)c1ccc(/C=C(/C#N)C(=O)NCc2ccccc2)o1 | 1.1% | · |
| NC(=O)c1ccc(C(F)(F)F)n(Cc2ccc(Cl)cc2)c1=O | -6.8% | 14 |
| CC(C)C1OC2c3cccc4cccc(c34)C2N1c1ccccc1 (stereo not drawn) | 1.3% | · |
| c1csc(C2Nc3ccccc3-c3nc4ccccc4n32)c1 (stereo not drawn) | -0.2% | -6 |
| Cc1cccc2cc(CN(Cc3ccco3)C(=O)c3cccs3)c(=O)[nH]c12 | 25% | · |
| Cc1ccc(S/C=C\C(=O)c2ccccc2)cc1 | -0.7% | · |
| O=C(COc1nc2ccccc2nc1N1CCOCC1)N1CCc2ccccc21 | -5.3% | -3 |
| O=C(c1ccc(F)cc1)N1CCN(c2ccc([N+](=O)[O-])cc2-n2cccc2)CC1 | -2.5% | -7 |
| N#CC1=C(N)Oc2c(oc(CO)cc2=O)C1c1cccs1 (stereo not drawn) | 5.4% | · |
| COc1ccccc1Nc1nc(N)nc(CSC(=S)N2CCC(C)CC2)n1 | 4.0% | 8 |
| O=C(CCC(=O)OCC(=O)c1ccccc1)NC1CCCCC1 | -3.6% | 10 |
| Cc1cc(=O)[nH]c(SCC(=O)N2CCN(S(=O)(=O)c3ccccc3)C2)n1 | 2.1% | 2 |
| O=[N+]([O-])c1ccc(Sc2cccc[n+]2[O-])c2nonc12 | 73µM* | -15 |
| Cc1cc(Cl)n2nc(C)c(-c3ccc(Cl)cc3)c2n1 | -1.7% | -4 |
| O=C(CCC1COc2ccccc2O1)N1CCCC1 (stereo not drawn) | 3.2% | 7 |
| COc1cc(/C=N/NC(=O)C(=O)NCc2ccco2)cc(Cl)c1O | 3.0% | 0 |
| OC(c1ccc2c(c1)OCO2)c1nccc2ccccc12 (stereo not drawn) | 5.6% | · |
| Cc1ccc(COn2c(-c3ccc(Cl)cc3Cl)nc3ncccc32)cc1 | -2.1% | -1 |
| Cc1nnc(N/N=C/c2ccc([N+](=O)[O-])cc2)n1N | -8.1% | 3 |
| CCSc1nc(-c2ccccc2)nc(C(Cl)Cl)n1 | 1.1% | -12 |
| C/C(=N\Nc1nc(-c2ccccc2)cs1)c1cccs1 | 2.1% | -28 |

Look-ups from above.
For Mtb RmlCD inh, N#Cc1ncn(-c2ccc(Oc3ccccc3)cc2)c1N shows -8
For Mtb RmlCD inh, CCOc1ccccc1NC(=O)c1ccc2nccnc2c1 shows -2

Continued.
| Compound | M. tuberculosis GlmU | Mtb RmlCD inh |
| --- | --- | --- |
| CC(=O)C1(C)OC(N)=C(C#N)C(c2ccccc2)C1(C#N)C#N (stereo not drawn) | 0.6% | · |
| O=C(Nc1ccc(-c2nc3cc(NC(=O)c4cccs4)ccc3o2)cc1)c1cccs1 | 2.6% | -4 |
| CC1=CC(C)(C)[N+](C)=CN1c1ccccc1 | -2.7% | -13 |
| COc1cc(C2c3c(oc4ccccc4c3=O)C(=O)N2c2nccs2)ccc1O (stereo not drawn) | -6.9% | 7 |
| O=C(NCc1cccnc1)C(=O)NCC1OCCCN1S(=O)(=O)c1ccccc1 (stereo not drawn) | 3.0% | 3 |
| COC(=O)c1cc(COc2ccc3c4c(c(=O)oc3c2)CCC4)c(C)o1 | · | 2 |
| Cc1cc(C)c2cc(C#N)c(NCCOC(=O)c3ccccc3C)nc2c1 | 3.1% | 73 |
| Cc1ccc2nc(SCc3cccc([N+](=O)[O-])c3)nc(C)c2c1 | -0.8% | -6 |
| O=C(O)c1ccccc1-c1ccccc1C(=O)NNc1ccc([N+](=O)[O-])cc1 | -4.3% | 15 |
| C=CCn1c(Sc2ccccc2)nc2c1c(=O)[nH]c(=O)n2C | 0.6% | · |
| COc1ccc(F)cc1S(=O)(=O)Nc1cccc(C(=O)O)c1 | 3.5% | · |
| CC1(C)Cc2nc3[nH]c(=S)[nH]c(=O)c3cc2CO1 | 3.9% | -14 |
| CCN(CC)C(=O)Cn1cnc2sc(C(=O)N3CCN(c4ccc(OC)cc4)CC3)c(C)c2c1=O | -0.2% | · |
| C[C@H](NC(=O)c1nc[nH]c1C(=O)NCc1ccccc1)C(=O)OC(C)(C)C | 1.2% | · |
| Cc1nnnn1/C(=C\c1ccccc1)C(=O)OCC(=O)N(C)C1CCS(=O)(=O)C1 (stereo not drawn) | 0.3% | 55 |
| O=C(O)CCC(NC(=O)c1cncc(O)c1)C(=O)O (stereo not drawn) | -3.2% | · |
| O=C(/C=C/c1ccco1)N(Cc1ccc(F)cc1)C1CCS(=O)(=O)C1 (stereo not drawn) | -1.7% | · |
| COC(=O)C(NC(=O)c1ccc(F)cc1)(Nc1nc(C)cs1)C(F)(F)F (stereo not drawn) | 3.7% | · |
| COc1cc(-c2c(C#N)c(N)nc3c2CCCC3)cc(OC)c1OC | 3.3% | -3 |
| Cc1cccc(/N=C/C2=C(O)CC(C)(C)CC2=O)n1 | -0.8% | -12 |
| COc1cc2c(cc1OC)C1(CCCC1)CNC2c1cccc([N+](=O)[O-])c1 (stereo not drawn) | 2.1% | 1 |
| CNC(=S)N/N=C/c1ccc(N2CCOCC2)s1 | 3.5% | 1 |
| Cc1ccc(Oc2nc(-c3ccccc3)ncc2S(=O)(=O)c2ccc(C)cc2)cc1 | -3.5% | 12 |
| COc1ccc(OC)c(NC(=O)CS(=O)(=O)Cc2nc(-c3ccccc3C)oc2C)c1 | 2.8% | 3 |
| CCOC(=O)N1CCN(C(=O)c2ccccc2NC(=O)c2ccc(C(C)(C)C)cc2)CC1 | 1.0% | -12 |

Compounds from the list above that contain a CF3 group (2):
| Compound | M. tuberculosis GlmU | Mtb RmlCD inh |
| --- | --- | --- |
| NC(=O)c1ccc(C(F)(F)F)n(Cc2ccc(Cl)cc2)c1=O | -6.8% | 14 |
| COC(=O)C(NC(=O)c1ccc(F)cc1)(Nc1nc(C)cs1)C(F)(F)F (stereo not drawn) | 3.7% | · |

(continued)
| Compound | M. tuberculosis GlmU | Mtb RmlCD inh |
| --- | --- | --- |
| COc1ccc(C2C(C#N)=C(/N=C/N3CCN(C)CC3)OC3=C2C(=O)CC(C)(C)C3)cc1OC (stereo not drawn) | 2.1% | 5 |
| S=c1[nH]ncn1/N=C/c1ccc(N2CCOCC2)cc1 | -1.7% | · |
| Cc1cc(C)nc(SCC(=O)N/N=C/c2cccn2-c2ccc(O)cc2)n1 | -1.8% | -2 |
| C=CCn1c(CCNC(=O)c2cccs2)n[nH]c1=S | 6.0% | 5 |
| CCN(Cc1cnn(C)c1)Cc1nc(C(c2ccccc2)c2ccccc2)no1 | -0.3% | -7 |
| CCOC(=O)N/N=C\c1ccc(OC(=O)c2ccco2)cc1 | 1.4% | 6 |
| Cn1c(=O)c2c(ncn2Cc2cccc(Cl)c2)n(C)c1=O | -3.3% | · |
| OCCC1CN(Cc2cccc3nccnc23)CCN1Cc1ccc(F)c(F)c1 (stereo not drawn) | -6.8% | -5 |
| CCn1c(=O)c(C(=O)CN(C)Cc2cccc(OC)c2OC)c(N)n(Cc2ccccc2)c1=O | -1.1% | 1 |
| COc1cccc(C2=NOC(C(=O)Nc3cccnc3)C2)c1 (stereo not drawn) | 0.7% | 3 |
| O=C(NCc1ccccc1F)c1ccc(S(=O)(=O)Nc2cccc(C(F)(F)F)c2)cc1 | 2.7% | · |
| Cc1occc1C(=O)Nc1cc(C(F)(F)F)ccc1Cl | 11% | 13 |
| O=S(=O)(c1ccc(F)cc1)N1CCN(c2ccccc2)CC1 | 3.1% | 6 |
| O=C(COn1nnc2ccc(C(F)(F)F)cc21)Nc1nnc(-c2ccccc2)o1 | -3.8% | · |
| O=C(O)c1ccc(COc2ccc(Cl)cc2)o1 | 1.1% | 3 |
| Cc1ccc(NC(=O)C(=O)NCc2ccco2)c(C)c1 | -6.7% | 5 |
| CCOC(=O)c1nn(-c2ccccc2)c(C#N)c1NC(=O)c1nn(CC)cc1Br | 1.2% | · |
| Cc1cccc(C)c1NC(=O)C(NC=O)c1ccc(Cl)cc1 (stereo not drawn) | 1.4% | 8 |
| C=CCC(O)(CCN1CCCCC1)c1ccccc1 (stereo not drawn) | 16% | · |
| CCC12CN3CCN(CC(C3)C1O)C2 (stereo not drawn) | 7.7% | · |
| COc1ccc(-n2cc(-c3ccc(Cl)cc3)[nH]c2=S)cc1 | -4.9% | -7 |
| CC(=O)c1c(C)[nH]c(C(=O)CSc2nnc(-c3cccs3)n2Cc2ccccc2)c1C | 8.7% | -14 |
| CCOC(=O)C1(C)C=C(Nc2ccc(O)cc2)C(=O)N1c1ccc(O)cc1 (stereo not drawn) | 9.2% | 6 |
| COc1ccccc1C(=O)N/N=C/c1ccc(Cl)s1 | -2.2% | -7 |
| Cc1cc(C)c(C(=O)CSc2nnc(N)s2)c(C)c1 | 0.1% | 8 |

Structural class, those above with a tert-butyl group
| Compound | M. tuberculosis GlmU | Mtb RmlCD inh |
| --- | --- | --- |
| C[C@H](NC(=O)c1nc[nH]c1C(=O)NCc1ccccc1)C(=O)OC(C)(C)C | 1.2% | · |
| CCOC(=O)N1CCN(C(=O)c2ccccc2NC(=O)c2ccc(C(C)(C)C)cc2)CC1 | 1.0% | -12 |

Next part
| Compound | M. tuberculosis GlmU | Mtb RmlCD inh |
| --- | --- | --- |
| COc1ccc(-c2cc(C(=O)Nc3c(C)nn(Cc4ccc(Cl)cc4)c3C)no2)cc1 | 3.3% | 4 |
| N#Cc1ccc(C(=O)Nc2nnc(-c3ccco3)o2)cc1 | 0.8% | -7 |
| COc1ccc(S(=O)(=O)N(CC(=O)NCc2ccco2)c2ccccc2)cc1OC | 4.0% | -4 |
| Cc1ccccc1N1CCN(c2ncnc3scc(-c4cccs4)c23)CC1 | 5.7% | · |
| O=C(/C=C/c1cccc(Cl)c1)N1CCC(Cc2ccccc2)CC1 | 1.3% | 4 |
| Cc1onc(-c2c(F)cccc2Cl)c1C(=O)N1CCCc2ccccc21 | -1.9% | · |
| CCCNC(=O)/C=C/c1ccc(S(=O)(=O)Nc2ccccc2OC)cc1 | 7.0% | 8 |
| CC(=O)c1c(NCCc2ccccc2)nc(=S)n(-c2ccccc2)c1C | -5.6% | -6 |
| O=C(CSc1nnc(CNC(=O)c2ccco2)o1)Nc1ccccc1 | -0.8% | -14 |
| Cc1cc(C)nc(N/C(=N\S(=O)(=O)Cc2ccccc2)Nc2ccccc2Br)n1 | -1.1% | -5 |
| C=CCNc1sc(C(=O)c2cccs2)c(N)c1C#N | 1.9% | -6 |
| CCOC(=O)C1=NN(N=O)C2(CC(=O)N(c3cc(C)cc(C)c3)C2=O)C1 (stereo not drawn) | 0.5% | 12 |
| S=C(c1ccccc1)N1CCCc2ccccc21 | 1.4% | -4 |
| O=C(Cc1c(Cl)cccc1Cl)Nc1cccc(S(=O)(=O)N2CCOCC2)c1 | 1.1% | -7 |
| COC(=O)c1cn(-c2ccccc2)nc1-c1ccc(OC)cc1 | -2.8% | -13 |
| Cc1[nH]c(C(=O)N/N=C/c2ccc(N(C)C)cc2)c(C)c1C(=O)N/N=C/c1ccc(N(C)C)cc1 | 0.3% | 48 |
| Cc1cc(C(=O)CCl)c(C)n1-c1ccon1 | -5.3% | 6 |
| Cc1ccc(C(=O)Nc2cccc(C(=O)O)c2)cc1S(=O)(=O)N1CCCCC1 | 1.1% | 101 |
| CNC(=O)C(Sc1nc(C)nc2c1oc1ccccc12)C(C)=O (stereo not drawn) | -0.5% | 7 |
| O=C1CN2NC(=S)N(c3ccccc3)C2=CN1c1ccc(Cl)cc1 | 8.2% | 0 |
| CCCn1c(SCC(=O)Nc2cc(Cl)ccc2OC)n[nH]c1=O | 3.1% | · |
| COc1ccc(NC(=O)CSc2ccccn2)c([N+](=O)[O-])c1 | 5.5% | 0 |
| O=C(CN1C(=O)CCSc2ccccc21)Nc1ccc2c(c1)OCO2 | -5.7% | -5 |
| O=C(Nc1ccccc1)c1cc([N+](=O)[O-])ccc1N1CCNCC1 | 0.7% | -12 |
| O=C(CCN1C(=O)c2ccccc2C1=O)Oc1ccc2ccccc2c1 | -3.9% | · |

(listing goes on)
| Compound | M. tuberculosis GlmU | Mtb RmlCD inh |
| --- | --- | --- |
| Cc1cc(Cl)ccc1OCc1nc(-c2ccc(O)cc2)n[nH]1 | -4.4% | 8 |
| CN(C)c1ccc(C(CC(=O)c2ccccc2)C2CCCCC2=O)cc1 (stereo not drawn) | 0.6% | 9 |
| Cc1c(C(=O)NCCc2ccc3c(c2)OCCO3)oc2ccccc12 | · | 7 |
| COc1cccc(C(=O)NCc2cccnc2)c1 | 0.8% | -1 |
| CCCCn1cnc2c1c(=O)n(C)c(=O)n2C | · | -5 |
| N#CC1(Cc2ccc([N+](=O)[O-])cc2)c2ccccc2C=CN1C(=O)c1ccccc1 (stereo not drawn) | -1.3% | · |
| Cc1nc([N+](=O)[O-])c(N2CCN(C)CC2)n1Cc1ccccc1 | -1.2% | 2 |
| O=C1CC(N2CCN(c3nc4ccccc4s3)CC2)C(=O)N1c1ccc(F)cc1 (stereo not drawn) | -0.2% | -9 |
| CCCCNCCCOc1ccc(C)cc1Br | 0.6% | 5 |
| COc1ccc(NCC(=O)Nc2ccc(Cl)cc2C)c(OC)c1 | -0.2% | 7 |
| Cc1ccc(S(=O)(=O)CC2CSc3nnc(C)c(=O)n32)cc1 (stereo not drawn) | -1.0% | 9 |
| Cc1ccc(NC(=O)c2c(-c3ccccc3)noc2C)nc1 | -2.0% | 11 |
| O=C(c1ccc(Cl)nc1)N1CCc2ccccc2C1 | -3.8% | · |
| CCNC(=O)COC(=O)c1ccc(-c2nc3ccccc3s2)s1 | 0.2% | 2 |
| COc1ccc(/C=C/C(=O)OCC(=O)c2c(N)n(C)c(=O)n(C)c2=O)cc1 | -6.2% | -11 |

The list is partial; count on the stated rates, not on these rows.
